TDP1 cell CPT – growth inhibition of DT40 Tdp1-/-;hTDP1 cells with camptothecin (screen for TDP1 inhibitors). chicken DT40 Tdp1-/-;hTDP1 cells + 20 nM CPT, ATP luminescence, 48 h. Potency, µM (titrated, usually from 46.2 µM), for inactives: at the top dose activity change, negative = growth inhibition, hits mostly inhibitors. hit rate 12% among 420,000; further: nearly all actives have a fitted effect of over 55% in size
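Chicken DT40 Tdp1-/- cells stably complemented with human TDP1 were seeded at 400 cells/well in medium containing 20 nM camptothecin, exposed to pin-transferred compounds, and grown at 37 °C for at least 48 hr. Viability was read as ATP luminescence.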
GCN5L2 inh – inhibitors of human GCN5L2 histone acetyltransferase; GCN5L2 HAT assay, ThioGlo1 CoA-SH fluorescence; hit rate 0.21% among 390,000; Potency, µM (top dose mostly 58.9 µM), inactives show at the highest dose activity change, negative = inhibition, hits mostly inhibitors; AID 504327; Q92830
Target sequence (Q92830 whole entry, looked up): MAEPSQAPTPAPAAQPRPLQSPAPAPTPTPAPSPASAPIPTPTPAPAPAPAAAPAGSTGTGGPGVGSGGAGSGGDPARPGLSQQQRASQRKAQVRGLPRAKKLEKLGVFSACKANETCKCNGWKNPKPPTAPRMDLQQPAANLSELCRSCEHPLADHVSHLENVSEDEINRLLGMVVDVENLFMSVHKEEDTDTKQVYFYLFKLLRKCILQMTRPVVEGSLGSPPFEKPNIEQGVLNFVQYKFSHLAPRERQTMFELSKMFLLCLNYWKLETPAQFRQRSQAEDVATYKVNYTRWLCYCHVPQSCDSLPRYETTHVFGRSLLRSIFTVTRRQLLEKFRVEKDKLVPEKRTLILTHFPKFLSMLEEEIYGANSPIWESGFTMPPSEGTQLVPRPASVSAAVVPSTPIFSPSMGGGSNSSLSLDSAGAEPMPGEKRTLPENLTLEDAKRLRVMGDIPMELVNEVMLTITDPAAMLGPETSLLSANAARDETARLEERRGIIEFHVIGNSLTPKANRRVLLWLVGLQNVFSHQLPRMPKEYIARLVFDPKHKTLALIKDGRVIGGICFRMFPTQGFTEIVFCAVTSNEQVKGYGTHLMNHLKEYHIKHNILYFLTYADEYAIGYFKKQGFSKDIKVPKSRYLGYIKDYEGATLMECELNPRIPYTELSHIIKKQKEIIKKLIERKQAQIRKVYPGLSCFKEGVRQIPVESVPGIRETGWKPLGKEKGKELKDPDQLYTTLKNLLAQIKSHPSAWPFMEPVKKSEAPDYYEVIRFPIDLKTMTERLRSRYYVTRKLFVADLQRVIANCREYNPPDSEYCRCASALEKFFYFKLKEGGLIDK
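ThioGlo1-coupled HAT assay: 20nM GCN5L2, 70uM acetyl-CoA, 75uM H3(1-25) peptide, pH 7.5. Fluorescence read at 340/540nm at start and after 20 min at room temperature.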
TDP1 cell noCPT – qHTS for Inhibitors of human tyrosyl-DNA phosphodiesterase 1 (TDP1): qHTS in cells in absence of CPT. hit rate 15% among 420,000. DT40 Tdp1-/- hTDP1 cells, no CPT, ATP luminescence, 48 h. AID 686978, 2013. Potency, µM (series often up to 46.2 µM), for inactives: top-dose activity change, negative = growth inhibition, hits mostly inhibitors; further: nearly all actives have a fitted effect of over 55% in size
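A cellular qHTS used chicken DT40 cells lacking endogenous Tdp1 but carrying stably transfected human TDP1. Compounds were applied without camptothecin, and cell growth kinetics were judged by ATP-dependent luminescence after ≥48 hr.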
* hit, by the source's call; u = inconclusive; x = not tested or not shown; & = joins results of further samples; [ ] = another dose, or the depositor's remark. The call rests on the fitted dose curve; in most records, active means well fitted curve in the direction sought with a large enough effect; inconclusive means small, poorly fitted or top-dose-only effect, or another doubt; inactive means no such curve, though single readings can be large; an effect the other way counts as inactive or inconclusive. On the % scale 0 is the no-effect control and ±100 the full control effect; potency means the concentration at half of the fitted maximal effect. A portion of the library (hit frequency here may not be typical).

SMILES	TDP1 cell CPT	GCN5L2 inh	TDP1 cell noCPT
Cc1cc(C)nc(NC2=NCC(=O)N2CCc2c[nH]c3ccccc23)n1	-16%	-5%	-27%
CC(C)C(NC(=O)c1ccc(F)cc1)C(=O)N1CCC1 (centres undefined)	-7%	-5%	1%
O=C(CNS(=O)(=O)c1ccccc1)NCC(=O)OCc1ccc(C(=O)c2ccccc2)cc1	-17%	4%	-7%
CCn1ncc([N+](=O)[O-])c1C(=O)Nc1c(C)cccc1C	5%	-6%	-22%
O=C(Nc1ccc(F)cc1)Nc1ccc(N2CCOCC2)c2nonc12	-16%	-3%	u
COc1ccccc1CCNC(=O)Cn1ccc2cc(S(=O)(=O)N3CCCCC3)ccc21	u	-13%	u
COc1cc(CCCN2C(=O)C(=O)NC[C@@H]2CC2CCCCC2)cc(OC)c1OC	5%	-8%	-5%
CNC(=S)/N=C(\Nc1ccc(C)cc1)c1ccccc1	8%	-20%	u
Cc1ccc(NC(=O)c2ccccc2Cl)cc1-n1cnnn1	3%	-2%	-10%
Oc1ccccc1C=NN=Cc1ccccc1Cl	-3%	x	u
COc1ccc(Cl)cc1-n1nnc(-c2nsc(NC(=O)c3ccccc3Cl)n2)c1C	-10%	-3%	-12%
CS(=O)(=O)N1CCN(C(=O)c2ccc(Cl)s2)CC1	4%	-9%	-1%
CCSc1nsc(NC(=O)Nc2cccc(F)c2)n1	21µM*	-24%	4.1µM*
Cc1ccc2c(c1)n([O-])c1c([n+]2=O)CCCC1	-28%	-6%	-30%
COc1cc2c(C(=O)Nc3ccccc3F)cn(C)c(=O)c2cc1OC	-7%	28%	-6%
Cc1cc(Cl)c(S(=O)(=O)NCCC(=O)O)cc1OCC(N)=O	-5%	-9%	-6%
CCNCC(=O)Nc1c(C)cccc1C	12%	-4%	-2%
Cc1ccc(CN2CC(C(=O)Nc3ccc(S(=O)(=O)Nc4cc(C)nc(C)n4)cc3)CC2=O)cc1 (centres undefined)	2%	-3%	6%
COCCN(C(=O)CSc1nnc(-c2ccccc2F)n1C)c1c(N)n(Cc2ccccc2)c(=O)[nH]c1=O	7%	-5%	-2%
CCS(=O)(=O)c1oc(-c2ccc(F)cc2)nc1S(=O)(=O)c1ccc(Br)cc1	0.92µM*	-11%	1.2µM*
CCc1ccc(C2=NN(C(=O)OC)C(O)(C(F)(F)F)C2)cc1 (centres undefined)	1%	-8%	-18%
Cc1cc(=O)[nH]c(SCc2cn3ccccc3n2)n1	4%	1%	-7%
O=C(COC(=O)Cn1cnc2ccccc2c1=O)Nc1ccccc1Sc1ccc(Cl)cc1	13µM*	-12%	26µM*
Cc1ccc(Sc2nc3ccc(C)cn3c(=O)c2/C=N/O)cc1	-16%	-7%	u
CS(=O)(=O)N1CC(C(=O)NC2CC2)Oc2ccc(Cl)cc21 (centres undefined)	-22%	5%	-10%
COc1cc(NC(=S)N2CCN(S(=O)(=O)c3ccc(F)cc3)CC2)cc(OC)c1	-16%	1%	3%
CCCCNC(=O)c1ccccc1NS(=O)(=O)c1ccc2c(c1)OCCO2	-8%	-12%	-17%
O=C(Nc1cccnc1)c1cc(-c2ccc(Br)cc2)nc2ccccc12	u	-10%	u
CCc1n[nH]c(=S)n1/N=C/c1ccccc1OCc1ccc(Cl)cc1	-7%	-15%	-6%
CN(C)CCCN(C(=O)c1ccc(S(=O)(=O)N2CCCC2)cc1)c1nc2c(F)cc(F)cc2s1	4%	-3%	-24%
C=Cc1ccc(Cn2c(C)c(C(=O)NCc3ccccc3C(F)(F)F)sc2=O)cc1	u	x	u
CC(=O)c1cc(C)ccc1OC(=O)CN1C(=O)c2ccccc2C1=O	-7%	-1%	-9%
CCS(=O)(=O)N1CCC(C(=O)NC2CCCCC2)CC1	-11%	u	2%
CC(C)c1ccccc1OCC(=O)NC1CCCc2ccccc21 (centres undefined)	u	-9%	u
Cc1cc(=O)[nH]c(SCc2csc(-c3ccccc3)n2)n1	8%	1%	1%
CN1CCN(c2ccc3c(c2)OC[C@@H](Cc2ccccc2)NS3(=O)=O)CC1	-17%	x	u
CN(C(=O)COC(=O)c1cncc(Br)c1)C1CCCCC1	-14%	-6%	-2%
CCOC(=O)N1CCC(NC(=O)CC2C(=O)NCCN2Cc2ccccc2F)CC1 (centres undefined)	10%	-1%	14%
Cc1ccnc(N/C=C(/NC(=O)c2ccccc2)C(=O)NN)n1	-15%	2%	-1%
Cc1ccccc1CN1CCN(Cc2cc(=O)c3ccccc3[nH]2)CC1CCO (centres undefined)	-19%	-9%	-27%
C=CCN(CC=C)Cc1cc(=O)oc2cc(C)cc(C)c12	u	x	u
C=CCn1cnc2c(c1=O)c1nc3ccccc3nc1n2/N=C/c1cc(OC)c(OC)c(OC)c1	4.1µM*	-4%	3.3µM*
COc1ncc2nc(-c3cc(F)cc(F)c3)c(=O)n(-c3ccccc3)c2n1	-1%	-14%	-31%
O=C(O)c1ccc(N2CCN(Cc3ccc4c(c3)OCO4)CC2)c([N+](=O)[O-])c1	u	0%	u
COc1ccccc1-n1c(SCC(=O)NCC2CCCO2)nc2c([nH]c3ccccc32)c1=O (centres undefined)	-15%	-2%	-2%
C=CCNc1nc(C(=O)OCC(=O)N(Cc2ccccc2)C(C)C)cs1	-12%	-2%	3%
CCOC(=O)C(Cc1ccccc1)C(=O)Nc1ccc(NC(=O)C(Cc2ccccc2)C(=O)OCC)cc1 (centres undefined)	1%	22%	-16%
COC(=O)c1ccc(NC(=O)Cn2nc(SC)n(N)c2=S)cc1	14%	0%	-13%
COCCOC(=O)c1c(C)oc2ccc(NS(=O)(=O)c3ccc(C)cc3)cc12	u	-12%	26µM*
CCc1ccccc1NC(=O)N1CCOc2ccccc21	u	-7%	-45%
CCN(CC)C(=O)CCn1nc(-c2ccc(C)cc2)c2ccccc2c1=O	u	u	-7%
O=c1oc2ccccc2cc1-c1nc2ccccc2o1	u	u	-22%
COC(=O)c1cc(S(=O)(=O)N2CCN(c3ccc(C(C)=O)cc3)CC2)cn1C	-6%	-7%	u
COc1ccc2c(c1)OC(C)CN(CCNC(=O)c1cccc(N3CCNC3=O)c1)C2 (centres undefined)	28%[9.04 µM]	x	-22%
Cc1ccc2c(c1)nnn2C1CCN(C(=O)c2cccs2)CC1	-29%	0%	u
COc1cc2c(cc1OC)C(c1ccccc1)N(C(=O)C(C)(C)C)CC2 (centres undefined)	-5%	-14%	1%
NC(=O)c1ccc(Cc2ncc(C(F)(F)F)cc2Cl)s1	-2%	4%	-20%
Cc1ccc(C2CC(=O)Nc3cc4c(cc32)OCO4)o1 (centres undefined)	u	-7%	-23%
CN(C)c1ncc(C(=O)NCc2ccc(Cl)cc2)cn1	-4%	-2%	-5%
CC(C(=O)Nc1ccc2c(c1)OCO2)N1CCN(C)CC1 (centres undefined)	-1%	-2%	2%

Reformatted in markdown: 19 of the compounds above
| SMILES | TDP1 cell CPT | GCN5L2 inh | TDP1 cell noCPT |
| --- | --- | --- | --- |
| Cc1cc(C)nc(NC2=NCC(=O)N2CCc2c[nH]c3ccccc23)n1 | -16% | -5% | -27% |
| CC(C)C(NC(=O)c1ccc(F)cc1)C(=O)N1CCC1 (centres undefined) | -7% | -5% | 1% |
| O=C(CNS(=O)(=O)c1ccccc1)NCC(=O)OCc1ccc(C(=O)c2ccccc2)cc1 | -17% | 4% | -7% |
| CCn1ncc([N+](=O)[O-])c1C(=O)Nc1c(C)cccc1C | 5% | -6% | -22% |
| O=C(Nc1ccc(F)cc1)Nc1ccc(N2CCOCC2)c2nonc12 | -16% | -3% | u |
| COc1ccccc1CCNC(=O)Cn1ccc2cc(S(=O)(=O)N3CCCCC3)ccc21 | u | -13% | u |
| COc1cc(CCCN2C(=O)C(=O)NC[C@@H]2CC2CCCCC2)cc(OC)c1OC | 5% | -8% | -5% |
| CNC(=S)/N=C(\Nc1ccc(C)cc1)c1ccccc1 | 8% | -20% | u |
| Cc1ccc(NC(=O)c2ccccc2Cl)cc1-n1cnnn1 | 3% | -2% | -10% |
| Oc1ccccc1C=NN=Cc1ccccc1Cl | -3% | x | u |
| COc1ccc(Cl)cc1-n1nnc(-c2nsc(NC(=O)c3ccccc3Cl)n2)c1C | -10% | -3% | -12% |
| CS(=O)(=O)N1CCN(C(=O)c2ccc(Cl)s2)CC1 | 4% | -9% | -1% |
| CCSc1nsc(NC(=O)Nc2cccc(F)c2)n1 | 21µM* | -24% | 4.1µM* |
| Cc1ccc2c(c1)n([O-])c1c([n+]2=O)CCCC1 | -28% | -6% | -30% |
| COc1cc2c(C(=O)Nc3ccccc3F)cn(C)c(=O)c2cc1OC | -7% | 28% | -6% |
| Cc1cc(Cl)c(S(=O)(=O)NCCC(=O)O)cc1OCC(N)=O | -5% | -9% | -6% |
| CCNCC(=O)Nc1c(C)cccc1C | 12% | -4% | -2% |
| Cc1ccc(CN2CC(C(=O)Nc3ccc(S(=O)(=O)Nc4cc(C)nc(C)n4)cc3)CC2=O)cc1 (centres undefined) | 2% | -3% | 6% |
| COCCN(C(=O)CSc1nnc(-c2ccccc2F)n1C)c1c(N)n(Cc2ccccc2)c(=O)[nH]c1=O | 7% | -5% | -2% |

New compounds follow
SMILES	TDP1 cell CPT	GCN5L2 inh	TDP1 cell noCPT
O=C(COc1ccc2ccccc2c1Br)NNC(=O)Nc1ccccc1	-16%	12%	-10%
CC(=O)Nc1cc(C(=O)NCc2ccc(C)cc2)ccc1S(=O)(=O)c1ccc(Cl)cc1	u	-9%	16µM*
CCOC(=O)COc1ccc(C(=O)NC2CCCCC2)cc1	-8%	-1%	-19%
NS(=O)(=O)c1ccc(CCNC(=O)CCCn2ncn3c(cc4occc43)c2=O)cc1	12%	-3%	20%
CC(C)NC(=O)c1cc(-c2ccc(F)cc2OC(C)C)n[nH]1	-23%	x	u
COc1ccc(CNC(=O)C2CCN(S(=O)(=O)c3cccnc3)CC2)cc1	25%	-2%	-5%
O=C(OCc1cn([C@@H]2C[C@H](c3ccccc3)N(C(=O)C3CCCCC3)C[C@H]2O)nn1)c1ccccc1	-16%	x	u
Cc1ccc(S(=O)(=O)N2CCC(=O)N([C@H](COCc3ccccc3)C(C)C)CC2)cc1	-24%	x	u
CC(C)N1CCN(Cc2ccc(Sc3nncn3C)o2)CC1CCO (centres undefined)	-1%	-1%	0%
O=C1NC2(CCCC2)N=C1c1ccc(Cl)cc1	-28%	1%	0%
O=c1c2ccccc2cnn1CCOc1cccc(Br)c1	0%	-6%	u
Nc1nnc(SCC(=O)OCc2ccccc2)s1	-6%	-5%	-3%
O=C1CS/C(=N/N=C/c2ccncc2)N1	5%	-7%	-1%
COCCOc1cc(-n2cccc2)c(Cl)cc1Cl	-1%	-2%	-15%
COC(=O)c1sc(C(=O)OC)c(C(=O)OC)c1C(=O)OC	-18%	0%	-1%
COc1cc2c(cc1OC)CN(C(C)C(=O)Nc1ccc(NC(C)=O)cc1)CC2 (centres undefined)	-21%	-2%	-26%
O=C(NCCc1ccccc1)C(=O)NCC(c1cccnc1)N1CCN(c2ccccc2)CC1 (centres undefined)	21µM*	-3%	16µM*
COc1ccc(SCCN2CC[C@@H](NC(=O)OCc3ccccc3)CCC2=O)cc1	u	4%	u
CCOC(=O)c1sc(=S)n(C)c1NC(=O)c1ccccc1Cl	u	0%	u
CC1=CC(c2ccccc2)n2nc(N3C(=O)c4ccccc4C3=O)nc2N1 (centres undefined)	-4%	-8%	-11%
CC1=C(C(=O)N(C)C)CC(CC(=O)NCc2cccs2)C(=O)N1CCCN1CCCC1=O (centres undefined)	-1%	x	-6%
CC(=O)Nc1cccc(-c2nc3ccccc3n2C(C)C(=O)NC(C)(C)C)c1 (centres undefined)	u	x	-18%
Cc1c(NS(=O)(=O)c2cc(Br)cc3c2N(C(=O)C2CC2)CC3)c(=O)n(-c2ccccc2)n1C	-11%	-1%	u
COc1cccc(Nc2nc(NCC3CCCO3)c3ccccc3n2)c1 (centres undefined)	6.5µM*	-12%	5.2µM*
COc1ccc(N2CCN(C(=O)CN(Cc3ccc(Cl)cc3)S(C)(=O)=O)CC2)cc1	u	-8%	u
COc1ccc(C2SCC(=O)N2CCc2ccc(OC)c(OC)c2)cc1 (centres undefined)	7.3µM*	-9%	5.2µM*
Cn1c(-c2csc(-c3cccc(C(F)(F)F)c3)n2)n[nH]c1=S	u	-6%	u
CCc1c(C)nc2ncnn2c1NCc1cccs1	u	-13%	26µM*
Cc1ccc2nc(SCC(=O)Nc3ccc4sc(C)nc4c3)c(C#N)cc2c1	u	-3%	u
COc1ccc(/C=N/OC/C(O)=C(\C#N)c2nc3ccccc3[nH]2)cc1	-5%	u	-10%
CCC(=O)NCc1cc(-c2nn(C)c(=O)c3ccccc23)ccc1OC	14%&-20%	-11%&-5%	20%&-13%
